# Bioassay records as filed in PubChem BioAssay.
# TcdB GH inh – TcdB glycohydrolase inhibitors, primary screen, biochemical, single point, plate reader | TcdB glycohydrolase enzymatic assay | inhibition, % at 9.99 µM | actives 0.24% (n = 350,000) | AID 652162, 2013; in the data active = inhibition above about 10%
# An asterisk follows results filed as active.
SMILES,TcdB GH inh
COc1ccc2c3c(n(C)c2c1)[C@@H](CO)N(C)CC31CN(C(=O)c2ccccc2F)C1,0.3
O=C(Cc1ccncc1)N1CC(=O)N2[C@H](C1)[C@H](c1ccc(C3=CCCC3)cc1)[C@@H]2CO,0.8
CO[C@@H]1CN(C)C(=O)c2cc(NS(=O)(=O)c3c(C)noc3C)ccc2OC[C@H](C)NC[C@@H]1C,0.6
COc1ccc(S(=O)(=O)N(C)C[C@@H]2OCCCC[C@H](C)Oc3ccc(NC(=O)NC4CCCCC4)cc3C(=O)N([C@@H](C)CO)C[C@H]2C)cc1,0.2
CO[C@H]1CN(C)C(=O)c2cc(NC(=O)Nc3ccc(F)cc3)ccc2OC[C@@H](C)NC[C@@H]1C,-1.9
CS(=O)(=O)N1[C@@H](C#N)[C@@H](c2ccccc2-c2ccccc2)[C@@H]1CO,-0.8
COCCCNC(=O)[C@]1(Cc2ccccc2CN=[N+]=[N-])N=C(c2ccc(OCCCO)cc2)O[C@@H]1c1ccccc1,-0.8
C[C@@H](NC(=O)C[C@H]1C=C[C@H](NC(=O)C2CC2)[C@@H](CO)O1)c1ccccc1,-0.2
C[C@@H]1CN([C@H](C)CO)C(=O)Cc2cc(NC(=O)c3ccncc3)ccc2O[C@H]1CN(C)Cc1ccc(C(=O)O)cc1,0.6
CO[C@@H](CN(C)C(=O)Nc1ccc(F)cc1)[C@@H](C)CN(Cc1ccccc1Cl)[C@H](C)CO,-0.8
O=C([C@@H]1[C@@H](CO)[C@@H]2Cn3c(ccc(-c4ccncc4)c3=O)[C@@H]2N1Cc1cocn1)N1CCCCC1,-0.6
OC[C@H]1[C@H](c2ccc(C#Cc3ccccc3F)cc2)[C@H]2CN(Cc3cncnc3)CCCCN21,-1.9
O=C(NC1CCCCC1)[C@@H]1[C@@H](CO)[C@@H]2Cn3c(cccc3=O)[C@@H]2N1CCc1ccccc1,1.0
Cc1noc(C)c1NC(=O)Nc1ccc2c(c1)C(=O)N([C@H](C)CO)C[C@@H](C)[C@H](CN(C)C(=O)Nc1ccc(F)cc1)OCCCC[C@H](C)O2,-2.5
COc1ccccc1CNC(=O)C[C@H]1C[C@H]2c3cc(NC(=O)c4cccnc4)ccc3O[C@H]2[C@H](CO)O1,1.0
COc1ccc(S(=O)(=O)Nc2ccc3c(c2)C(=O)N([C@@H](C)CO)C[C@H](C)[C@H](CN(C)Cc2ccncc2)OCCCC[C@@H](C)O3)cc1,-0.7
CCC(=O)N1CC(=O)N2[C@H](CO)[C@@H](c3ccc(C#CCC(C)C)cc3)[C@H]2C1,-0.7
CC(=O)N(C)C[C@H]1Oc2ncc(C#Cc3ccccc3)cc2C(=O)N([C@H](C)CO)C[C@@H]1C,0.6
C[C@@H]1CN([C@@H](C)CO)C(=O)c2cccc(NC(=O)Nc3ccc4c(c3)OCO4)c2O[C@@H]1CN(C)C,-0.1
C[C@@H]1CCCCO[C@H](CN(C)C(=O)C2CCCCC2)[C@@H](C)CN([C@H](C)CO)C(=O)c2cc(NS(=O)(=O)c3ccc(Cl)cc3)ccc2O1,-0.2
Cc1ccccc1S(=O)(=O)N1CC(=O)N2[C@H](CO)[C@H](c3ccc(C#Cc4ccccc4)cc3)[C@H]2C1,-20
C[C@@H]1CN([C@H](C)CO)C(=O)c2cc(NS(=O)(=O)c3ccccc3)ccc2O[C@@H]1CN(C)C,-1.6
CO[C@@H]1CN(C)C(=O)c2ccc(NC(=O)C3CCC3)cc2OC[C@H](C)N(C)C[C@@H]1C,0.8
CC(C)CC#Cc1ccc([C@@H]2[C@H](CO)N3C(=O)CN(C(=O)Cc4ccccc4)C[C@@H]23)cc1,2.5
COc1ccc(C#Cc2ccc3c(c2)[C@]2(C(=O)N3)[C@H](c3ccccc3OCCO)N3[C@H](c4ccccc4)[C@H](c4ccccc4)OC(=O)[C@H]3[C@@H]2C(=O)N2CCc3cc(OC)c(OC)cc3C2)cc1,-0.5

# Individual results from the entries so far:
# For TcdB GH inh, `CC(=O)N(C)C[C@H]1Oc2ncc(C#Cc3ccccc3)cc2C(=O)N([C@H](C)CO)C[C@@H]1C` reads 0.6
# For TcdB GH inh, `CCC(=O)N1CC(=O)N2[C@H](CO)[C@@H](c3ccc(C#CCC(C)C)cc3)[C@H]2C1` reads -0.7

# Later entries
SMILES,TcdB GH inh
CC(C)CC#Cc1cnc2c(c1)C(=O)N([C@@H](C)CO)C[C@H](C)[C@@H](CN(C)Cc1ccc(F)cc1)O2,-0.4
Cc1noc(C)c1NC(=O)N[C@H]1C=C[C@H](CC(=O)Nc2ccc(-c3ccccc3)cc2)O[C@@H]1CO,0.8
CC(C)NC(=O)N1[C@H](CO)[C@H](c2ccc(-c3ccc(F)cc3)cc2)[C@@H]1C#N,-0.8
CO[C@@H]1CN(C)C(=O)c2cc(NC(=O)Nc3ccccc3F)ccc2OC[C@H](C)N(CC2CC2)C[C@@H]1C,0.1
O=C(Nc1ccccc1F)N[C@@H]1CC[C@@H](CCNS(=O)(=O)c2ccc(Cl)cc2)O[C@@H]1CO,-1.5
CCCC#Cc1ccc([C@H]2[C@@H](CO)N3C(=O)CN(C(=O)NC4CCCC4)C[C@@H]23)cc1,0.8
O=C1O[C@H](c2ccccc2)[C@H](c2ccccc2)N2[C@H]1[C@@H](C(=O)N1CCCCCCC1)[C@]1(C(=O)Nc3ccc(C#CCCO)cc31)[C@H]2c1ccc(O)cc1,-0.5
CCCNC(=O)Nc1ccc2c(c1)C(=O)N(C)C[C@@H](OC)[C@@H](C)CN(Cc1ccc(-c3ccccn3)cc1)[C@H](C)CO2,0.2
CCCc1cn(CC[C@@H]2CC[C@@H](NC(=O)Nc3ccc4c(c3)OCO4)[C@H](CO)O2)nn1,-0.8
O=C(CCN1CCCCC1)NCC[C@H]1CC[C@@H](NC(=O)C2CCOCC2)[C@@H](CO)O1,0.5
C[C@H]1CN([C@@H](C)CO)C(=O)c2cc(NC(=O)NC3CCCCC3)ccc2O[C@H]1CN(C)Cc1ccc(Cl)c(Cl)c1,-0.9
C[C@H]1CN([C@@H](C)CO)S(=O)(=O)c2ccc(-c3cccc(C#N)c3)cc2O[C@H]1CN(C)C(=O)c1ccccc1,0.8
O=C1CN(S(=O)(=O)Cc2ccccc2)C[C@@H]2[C@H](c3ccc(C#CCC4CCCC4)cc3)[C@@H](CO)N12,0.1
O=C(c1ccccn1)N1CC(=O)N2[C@H](C1)[C@H](c1ccc(C#Cc3ccccc3)cc1)[C@@H]2CO,0.2
Cc1cc(C(=O)Nc2cccc3c2O[C@@H](CN(C)C(=O)NC2CCCCC2)[C@H](C)CN([C@@H](C)CO)C3=O)n(C)n1,0.1
CCC(=O)Nc1ccc2c(c1)OC[C@H](C)N(C(=O)COC)C[C@@H](C)[C@H](OC)CN(C)C2=O,-0.4
CC(C)C#Cc1ccc2c(c1)O[C@@H](CN(C)C(=O)c1cnccn1)[C@H](C)CN([C@@H](C)CO)S2(=O)=O,0.2
Cc1noc(C)c1NC(=O)N(C)C[C@@H]1Oc2c(NC(=O)Nc3ccc(F)cc3)cccc2C(=O)N([C@H](C)CO)C[C@@H]1C,1.1
C[C@@H]1CN([C@@H](C)CO)C(=O)CCCn2nncc2CO[C@@H]1CN(C)Cc1cccc2c1OCCCO2,-1.0
CO[C@@H]1CN(C)C(=O)c2cc(NC(=O)c3nc4ccccc4s3)ccc2OC[C@H](C)NC[C@@H]1C,-0.6
Cc1ccc(S(=O)(=O)Nc2ccc3c(c2)C(=O)N([C@@H](C)CO)C[C@@H](C)[C@H](CN(C)Cc2ccc(Cl)c(Cl)c2)OCCCC[C@@H](C)O3)cc1,-0.5
CO[C@@H]1CN(C)C(=O)c2ccc(NC(=O)C3CCOCC3)cc2OC[C@@H](C)N(S(=O)(=O)c2ccc(Cl)cc2)C[C@H]1C,0.3
CN(C)C(=O)[C@@H]1[C@@H](CO)[C@@H]2Cn3c(ccc(-c4ccccc4F)c3=O)[C@@H]2N1C(=O)c1cnccn1,1.1
Cc1noc(C)c1S(=O)(=O)N(C)C[C@@H]1Oc2ccc(NS(=O)(=O)c3ccc(Cl)cc3)cc2C(=O)N([C@H](C)CO)C[C@@H]1C,-0.4
CN1C(=O)c2cc(NC(=O)C3CC3)ccc2OC[C@H]2O[C@H](CC(=O)NC3CCC3)CC[C@@H]21,-16

# Retrieved by structure from the list above (4):
SMILES,TcdB GH inh
CCC(=O)Nc1ccc2c(c1)OC[C@H](C)N(C(=O)COC)C[C@@H](C)[C@H](OC)CN(C)C2=O,-0.4
O=C1CN(S(=O)(=O)Cc2ccccc2)C[C@@H]2[C@H](c3ccc(C#CCC4CCCC4)cc3)[C@@H](CO)N12,0.1
Cc1noc(C)c1NC(=O)N[C@H]1C=C[C@H](CC(=O)Nc2ccc(-c3ccccc3)cc2)O[C@@H]1CO,0.8
CO[C@@H]1CN(C)C(=O)c2ccc(NC(=O)C3CCC3)cc2OC[C@H](C)N(C)C[C@@H]1C,0.8

# (more compounds)
SMILES,TcdB GH inh
COc1ccc2c3c(n(C)c2c1)[C@H](CO)N(C(=O)CC1CC1)CC31CCN(C(=O)CC2CC2)CC1,0.9
O=C1CN(S(=O)(=O)Cc2ccccc2)C[C@H]2[C@@H](c3ccc(C#Cc4ccccc4)cc3)[C@@H](CO)N12,0.4
O=C(Nc1ccc(C(F)(F)F)cc1)N[C@@H]1C=C[C@@H](CC(=O)N2CCCCC2)O[C@@H]1CO,1.4
CC(C)c1cn(CC[C@H]2CC[C@H](NC(=O)c3cccc(F)c3)[C@@H](CO)O2)nn1,0.4
C[C@H]1CN([C@@H](C)CO)C(=O)c2cc(C#CCN(C)C)cnc2O[C@H]1CN(C)C(=O)c1cccc(F)c1,1.3
COc1ccc(CN(C)C[C@@H]2OCCCC[C@@H](C)Oc3ccc(NC(=O)NC(C)C)cc3C(=O)N([C@H](C)CO)C[C@H]2C)cc1,-0.9
COc1ccc(S(=O)(=O)N(C)C[C@@H]2Oc3ccc(NS(=O)(=O)c4ccc(F)cc4)cc3CC(=O)N([C@@H](C)CO)C[C@H]2C)cc1,0.7
C[C@@H](O)C#Cc1cnc2c(c1)C(=O)N([C@@H](C)CO)C[C@H](C)[C@@H](CN(C)C(=O)Nc1ccc(F)cc1)O2,1.1
Cc1cccc(-c2ccc([C@H]3[C@H](CO)N4C(=O)CN(C(=O)c5ccccc5)C[C@@H]34)cc2)c1,-1.6
C[C@@H]1CN([C@H](C)CO)C(=O)c2cc(NS(C)(=O)=O)ccc2O[C@@H](C)CCCCO[C@H]1CN(C)S(=O)(=O)c1ccccc1,1.2
COc1ccc(NC(=O)Nc2ccc3c(c2)[C@@H]2C[C@@H](CC(=O)NCCc4ccccc4)O[C@H](CO)[C@@H]2O3)cc1,-7.8
C[C@@H]1CN([C@H](C)CO)C(=O)c2cc(NC(=O)NC3CCCCC3)ccc2O[C@@H](C)CCCCO[C@H]1CN(C)Cc1ccc(C(F)(F)F)cc1,-3.5
Cc1ccc(S(=O)(=O)Nc2ccc3c(c2)C(=O)N([C@@H](C)CO)C[C@H](C)[C@@H](CN(C)C(=O)Nc2ccc(C(F)(F)F)cc2)OCCCC[C@H](C)O3)cc1,0.2
COC(=O)C[C@H]1CC[C@H]2[C@H](COc3ccc(NC(=O)c4cccc(F)c4)cc3C(=O)N2C)O1,-0.3
CCCNC(=O)N1C[C@H](C)[C@H](OC)CN(C)C(=O)c2cc(NS(=O)(=O)CC)ccc2OC[C@H]1C,0.6
C[C@@H]1CCCCO[C@H](CN(C)C(=O)c2ccncc2)[C@@H](C)CN([C@H](C)CO)C(=O)c2cc(NS(=O)(=O)c3ccc(Cl)cc3)ccc2O1,0.4
CCN(C[C@H]1[C@H](c2ccccc2)[C@@H](CO)N1S(C)(=O)=O)C(=O)C1CCCC1,-5.9
C[C@@H]1CN([C@H](C)CO)C(=O)c2cc(NC(=O)Cc3ccccc3)ccc2O[C@@H]1CN(C)Cc1ccccc1,-0.7
C[C@H](CO)N1C[C@H](C)[C@@H](CN(C)C(=O)Cc2ccccn2)Oc2ncc(-c3ccncc3)cc2C1=O,0.1
O=C(NCC[C@H]1CC[C@H](NC(=O)Nc2cc(F)ccc2F)[C@H](CO)O1)Nc1ccc(Cl)cc1,-1.0
C[C@H]1CCCCO[C@H](CN(C)C(=O)Nc2ccc(F)cc2)[C@@H](C)CN([C@@H](C)CO)C(=O)c2cc(NS(=O)(=O)c3ccc(Cl)cc3)ccc2O1,-4.4
C[C@@H]1CN([C@H](C)CO)C(=O)c2cc(NC(=O)CCCN(C)C)ccc2O[C@@H](C)CCCCO[C@H]1CN(C)C(=O)Nc1ccc(F)cc1,1.2
CNC[C@H]1Oc2c(NC(=O)C3CCOCC3)cccc2C(=O)N([C@H](C)CO)C[C@@H]1C,0.1
Cn1cnc(CCNC(=O)C[C@H]2CC[C@H]3[C@@H](COC[C@H](O)CN3C(=O)Nc3ccccc3)O2)c1,0.7
COc1ccc(-c2ccc3c(c2)O[C@@H](CN(C)C)[C@H](C)CN([C@H](C)CO)S3(=O)=O)cc1,0.6
COc1cccc(CNC(=O)C[C@H]2C=C[C@@H](NS(=O)(=O)c3ccccc3OC)[C@H](CO)O2)c1,-0.5
N#C[C@H]1[C@H](c2ccc(C3=CCCCC3)cc2)[C@@H](CO)N1C(=O)Cc1ccncc1,-0.8
C[C@H](CO)N1C[C@H](C)[C@H](CN(C)C(=O)Cc2ccccn2)Oc2ncc(C#CC3CC3)cc2C1=O,-2.5
COCC#Cc1cnc2c(c1)C(=O)N([C@H](C)CO)C[C@@H](C)[C@H](CN(C)C(=O)Cc1cccnc1)O2,0.0
C[C@@H]1CCCCO[C@@H](CN(C)Cc2ccc(C(F)(F)F)cc2)[C@H](C)CN([C@@H](C)CO)C(=O)c2cc(NS(=O)(=O)c3cccs3)ccc2O1,0.8

# Structural class, the entries above with two or more sulfur atoms.
SMILES,TcdB GH inh
Cc1noc(C)c1S(=O)(=O)N(C)C[C@@H]1Oc2ccc(NS(=O)(=O)c3ccc(Cl)cc3)cc2C(=O)N([C@H](C)CO)C[C@@H]1C,-0.4
COc1ccc(S(=O)(=O)N(C)C[C@@H]2Oc3ccc(NS(=O)(=O)c4ccc(F)cc4)cc3CC(=O)N([C@@H](C)CO)C[C@H]2C)cc1,0.7
C[C@@H]1CN([C@H](C)CO)C(=O)c2cc(NS(C)(=O)=O)ccc2O[C@@H](C)CCCCO[C@H]1CN(C)S(=O)(=O)c1ccccc1,1.2
C[C@@H]1CCCCO[C@@H](CN(C)Cc2ccc(C(F)(F)F)cc2)[C@H](C)CN([C@@H](C)CO)C(=O)c2cc(NS(=O)(=O)c3cccs3)ccc2O1,0.8

# A portion of the library (hit frequency here may not be typical).
